Source: PubChem BioAssay (National Center for Advancing Translational Sciences (NCATS))
BLM helicase inh: inhibitors of human Bloom syndrome helicase BLM; Potency, µM (doses to about 56.1 µM), for inactives: at the top dose activity change, negative = inhibition, hits mostly inhibitors; P54132; recombinant BLM DNA unwinding, fluorescence dequenching; AID 2528; 350,000 tested, 0.2% active;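 note: plate controls were vehicle for no effect and no enzyme for full effect; nearly all actives have a fitted effect of over 35% in size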
Target sequence (P54132 whole entry, looked up): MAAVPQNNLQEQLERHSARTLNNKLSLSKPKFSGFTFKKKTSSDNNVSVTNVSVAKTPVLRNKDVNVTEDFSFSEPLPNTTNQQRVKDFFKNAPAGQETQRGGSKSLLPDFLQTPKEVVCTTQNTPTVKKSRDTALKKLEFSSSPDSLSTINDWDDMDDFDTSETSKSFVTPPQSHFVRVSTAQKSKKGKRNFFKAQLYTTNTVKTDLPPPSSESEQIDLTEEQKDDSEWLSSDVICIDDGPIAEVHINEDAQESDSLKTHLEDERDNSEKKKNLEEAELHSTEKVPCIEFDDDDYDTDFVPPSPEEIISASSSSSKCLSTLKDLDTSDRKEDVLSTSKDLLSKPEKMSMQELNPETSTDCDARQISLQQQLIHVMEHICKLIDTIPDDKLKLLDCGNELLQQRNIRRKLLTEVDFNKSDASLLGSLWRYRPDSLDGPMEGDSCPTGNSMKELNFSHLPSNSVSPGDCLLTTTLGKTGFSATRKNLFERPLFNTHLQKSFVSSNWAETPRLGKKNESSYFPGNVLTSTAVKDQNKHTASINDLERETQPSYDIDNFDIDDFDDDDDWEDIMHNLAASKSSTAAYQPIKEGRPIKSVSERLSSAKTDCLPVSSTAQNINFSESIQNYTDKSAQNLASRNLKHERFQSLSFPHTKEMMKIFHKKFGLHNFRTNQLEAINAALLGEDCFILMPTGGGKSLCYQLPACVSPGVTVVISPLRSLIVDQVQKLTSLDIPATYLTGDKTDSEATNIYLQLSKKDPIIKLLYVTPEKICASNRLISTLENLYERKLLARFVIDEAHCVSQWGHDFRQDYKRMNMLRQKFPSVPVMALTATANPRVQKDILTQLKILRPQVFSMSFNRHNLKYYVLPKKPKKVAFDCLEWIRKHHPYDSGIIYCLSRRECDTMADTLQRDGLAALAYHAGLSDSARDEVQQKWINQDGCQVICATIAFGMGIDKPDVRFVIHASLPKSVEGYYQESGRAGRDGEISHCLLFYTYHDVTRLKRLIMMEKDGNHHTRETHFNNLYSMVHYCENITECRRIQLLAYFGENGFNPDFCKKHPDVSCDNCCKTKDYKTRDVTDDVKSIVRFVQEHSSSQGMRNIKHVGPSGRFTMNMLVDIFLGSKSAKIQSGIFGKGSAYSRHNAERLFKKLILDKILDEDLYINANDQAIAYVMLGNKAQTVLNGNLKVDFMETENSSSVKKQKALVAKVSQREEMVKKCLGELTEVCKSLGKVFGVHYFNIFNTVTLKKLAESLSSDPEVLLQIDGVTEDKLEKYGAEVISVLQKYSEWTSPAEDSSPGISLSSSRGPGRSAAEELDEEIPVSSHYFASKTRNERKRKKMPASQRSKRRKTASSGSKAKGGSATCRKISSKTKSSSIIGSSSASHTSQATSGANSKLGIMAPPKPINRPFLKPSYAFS
JMJD2A Tudor: blocks the human JMJD2A Tudor domain; Potency, µM (titrated, usually from 114 µM), for inactives: top-dose activity change, negative = inhibition, usual class: inhibitors; O75164; AID 504339; 390,000 tested, 4.4% active; AlphaScreen JMJD2A-Tudor / H3K4me3 peptide binding; note: % is set by controls: 0 for no effect and ±100 for the full control effect; nearly all actives have a fitted effect of over 50% in size
HP1b chromo inh: blocks HP1-beta chromodomain binding to methylated histone tails | P83916 | AlphaScreen HP1-beta / biotin-H3K9me3 peptide binding | Potency, µM (titrated, usually from 114 µM), inactives show at the top dose activity change, negative = inhibition, hits mostly inhibitors | 390,000 tested, 0.56% active | AID 540317; note: nearly all actives have a fitted effect of over 70% in size; inactives centre near 23
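AlphaScreen: HP1-beta (50 nM) preformed 30 min with biotin-H3(1-18)K9me3 peptide (50 nM) in PBS pH 7.4, 0.01% Tween-20. Compound added for 30 min at RT, then streptavidin donor/nickel chelate acceptor beads (10 ug/mL) for 30 min.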
PGK inhibitor: blocks T. brucei phosphoglycerate kinase; AID 602233; PGK/GAPDH coupled, Kinase-Glo luminescence, 60 min; P07378; 380,000 tested, 0.043% active; Potency, µM (series often up to 57.5 µM), inactives show at the highest dose activity change, negative = inhibition, hits mostly inhibitors; note: % is set by controls: 0 for no effect and ±100 for the full control effect; nearly all actives have a fitted effect of over 60% in size
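Luminescent ATP detection (Kinase-Glo Plus) follows a 60-minute room-temperature incubation, with wells lacking PGK as controls. Buffer: 100 mM TEA (pH 7.6), 5 mM MgCl2, 0.01% Tween-20. Coupling enzyme GAPDH (100 nM final) supplies unstable 1,3-BPG in-well.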
G9a inh: G9a (human) methyltransferase inhibition; Q96KQ7; 350,000 tested, 8.8% active; G9a H3K9 monomethylation, AlphaScreen, 2 h; AID 504332; Potency, µM (top dose mostly 102 µM), for inactives: at the top dose activity, negative = inhibition, actives largely listed as inhibitors; note: % is set by controls: 0 for no effect and ±100 for the full control effect; nearly all actives have a fitted effect of over 75% in size
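Readings reflect AlphaScreen signal from monomethyl-H3K9 antibody detection. HMT at 20 nM; substrate b-H3K9 500 nM; cofactor SAM 20 uM; 2 h RT reaction; compounds tested as titrations in qHTS with 15 min preincubation.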
Pin1 inhibitor: inhibitors of human Pin1 | Pin1 FP peptide displacement, HiFluor488, 10 min | Potency, µM (titrated, usually from 115 µM), inactives show at the top dose activity, negative = inhibition, most hits filed as inhibitors | 390,000 tested, 0.009% active | AID 504891; active = well fitted inhibition curve with a large enough effect in the polarisation, with a control signal flat, not every such curve was filed as active; inconclusive = small, poorly fitted or top-dose-only effect, or effect the other way, or a change in a side signal; inactive = no such curve, though single readings can be large or run the other way; the % refers to the polarisation; note: % is set by controls: 0 for no effect and ±100 for the full control effect
GLS inhibitor: inhibitors of human glutaminase (GLS); O94925; GLS enzymatic activity, qHTS titration; Potency, µM (series often up to 45.5 µM), for the others: at the highest dose activity change, negative = inhibition, hits mostly inhibitors; 410,000 tested, 0.21% active; AID 624170; note: % is set by controls: 0 for no effect and ±100 for the full control effect
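Coupled fluorescence readout: glutamate oxidase/HRP/Amplex Red detect glutamate formed by hKGA from L-glutamine (1 mM solution added). Buffer 45 mM KH2PO4 pH 8.2, 0.02% Tween-20; reads at t0 and 30 min RT.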
BAZ2B inh: inhibitors of human BAZ2B bromodomain; AlphaScreen BAZ2B-H3K14Ac peptide displacement; Potency, µM (series often up to 114 µM), inactives show top-dose activity change, negative = inhibition, actives largely listed as inhibitors; 360,000 tested, 4.4% active; AID 504333; note: % is set by controls: 0 for no effect and ±100 for the full control effect; nearly all actives have a fitted effect of over 60% in size
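Compounds, titrated to a top concentration of 110 uM, were incubated 30 min at room temperature with preformed BAZ2B/acetyl-K14 H3 peptide complex (50 nM each). Proximity signal was measured by AlphaScreen after 20 min with beads.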
Pol iota inh: DNA polymerase iota (human) inhibition. Potency, µM (series often up to 115 µM), inactives show at the top dose activity, negative = inhibition, actives largely listed as inhibitors. 390,000 tested, 1% active. Pol iota fluorescent replication assay, 10 min. Q9UNA4
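Pol iota at 10 nM preincubated 15 min with compounds at room temperature; reaction started with fluorescent substrate, 50 nM final. Fluorescence read kinetically at 0 and 10 min; buffer-only wells as negative control.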
Starred values were filed as active, the others as inactive; i = inactive; ? = inconclusive; . = no result given; & = joins results of further samples; [ ] = another dose, or the depositor's remark. Unless noted, calls come from the whole dose curve; as a rule, active = well fitted curve in the direction sought with a large enough effect; inconclusive = small, poorly fitted or top-dose-only effect, or another doubt; inactive = no such curve, though single readings can be large; an effect the other way counts as inactive or inconclusive. Potency is the fitted concentration of half-maximal effect. Some of the compounds tested; count on the stated rates, not on these rows.

canonical_smiles	BLM helicase inh	PGK inhibitor	BAZ2B inh	GLS inhibitor	G9a inh	JMJD2A Tudor	Pin1 inhibitor	Pol iota inh	HP1b chromo inh
CC1=CC2CC1C1C(=O)N(c3ccc(S(=O)(=O)Nc4nc(C)cc(C)n4)cc3)C(=O)C21 (configuration not stated)	-11%	-9%	-7%	12%	?	-11%	9%	57%[activator]	28%
C/C(Nc1ccccc1C(F)(F)F)=C1/CCOC1=O	-1%	-9%	-11%	2%	0%	?	-7%	63%[activator]	0%
COC(=O)c1sccc1NC(=O)c1c(Cl)cccc1Cl	-2%	-7%	21%	0%	.	12%	4%	-13%	33%
COc1ccc(N2C(=O)CSC23C(=O)N(CC(N)=O)c2ccccc23)cc1 (configuration not stated)	-2%	-6%	11%[57.1 µM]	-1%	1%[59 µM]	-3%	-9%	5%	34%
CC1(C(=O)N2CCOCC2)CCCCC1	-6%	i	-3%	-7%	33%[59 µM]	-5%	2%	17%	47%[activator]
O=C(NCCc1ccccc1)C1CCN(S(=O)(=O)c2cccc3nonc23)CC1	-3%	-4%	9%	3%	-9%	-7%	6%	23%	14%
Cc1cccc(Oc2sc(C(=O)c3ccccc3)c(N)c2C#N)c1	-14%	-9%	-4%	-3%	14%	?	8%	2%	11%
Cc1cccc(Nc2nc(C)nc(N)c2S(=O)(=O)c2ccccc2)c1	-2%	i	-16%	-9%	5%[59 µM]	-11%	-9%	-29%	12%
Cc1ccc(NC(=O)NN2CCOCC2)cc1	-2%	-3%	3%	10%	5%	10%	-3%	20%	30%
CC(C)C(C)NC(=O)COc1nc2ccccc2nc1N(C)C1CCCCC1 (configuration not stated)	-2%	1%	5%	-1%	-6%	-11%	-2%	13%	19%
COc1ccc(S(=O)(=O)Nc2ccc(F)c(Cl)c2)cc1OC	-3%	5%	10%	-10%	13%[59 µM]	-5%	-3%	13%	38%
CCCN=C(Nc1ccc(Cl)cc1)c1cccnc1	-1%	0%	-22%	0%	-26%	-1%	1%	21%	20%
O=C(O)C1C2C=CC(O2)C1C(=O)Nc1ccccn1 (configuration not stated)	.	-3%	.	-20%	.	-3%	?	-3%	-3%
COc1nc(N)nc(N2CCOCC2)n1	0%	-3%	7%	-11%	13%[59 µM]	13%	3%	12%	43%[activator]
Cc1ccc(C(CC(=O)NCc2ccco2)c2ccc(OC(C)C)cc2)cc1 (configuration not stated)	-17%	-5%	?	-7%	-15%[59 µM]	-19%	11%	?	33%
Fc1ccccc1COc1ccc(/C=N/n2cnnc2)cc1	1%	i	11%	4%	8%[59 µM]	-21%	-7%	-4%	9%
CCCCOc1ccc(Cl)cc1CSc1nnc(CC)n1N	2%	-3%	0%	4%	-1%[12.7 µM]	-4%	7%	-3%	14%
O=C(NC(=O)c1ccncc1)NC(c1ccccc1)c1ccccc1	3%	.	-5%	1%	-7%[59 µM]	-13%	-4%	23%	24%
Cc1c(OCC(=O)NCc2ccccn2)ccc2c3c(c(=O)oc12)CCCC3	?	-2%	-13%	-10%	?	50µM*	-2%	-18%	14%[57 µM]
O=C(O)Cn1c(=O)n(Cc2ccccc2)c2ccccc21	-4%	-1%	2%	7%	28%[59 µM]	-7%	-11%	-20%	22%
COc1ccc(C2=C(C(C)=O)Sc3nnc(-c4ccccc4)n3N2C(C)=O)cc1	-7%	16%	-3%	7%	12%[59 µM]	-6%	-8%	-2%	11%
O=C(c1ccc(NS(=O)(=O)c2cccc3cccnc23)cc1)N1CCOCC1	.	-2%	.	0%	.	9%[57.1 µM]	4%	?	24%
O=C(O)C1=NN(c2ccccc2)C(=O)CC1	-5%	-10%	?	-15%	-2%	-3%	-11%	-4%	29%
CCCN(Cc1ccc(C)cc1)C(=O)c1ccc(CNS(=O)(=O)c2ccc(C(C)=O)cc2)cc1	.	-1%	-5%	3%	9%[12.7 µM]	-19%	40%[activator]	-16%	17%
CCN(CC)C(=O)C(=O)N/N=C/c1ccc(C(=O)OC)cc1	-8%	-1%	-4%	-3%	6%[59 µM]	2%	-1%	67%[activator]	44%[activator]
Cc1ccc(-c2nnc(Nc3cccc(O)c3)c3ccccc23)cc1S(=O)(=O)NCCO	-7%	-10%	-5%	47%[activator]	?	-23%	0%	17%	16%
O=c1c2[nH]c3ccccc3c2ncn1Cc1ccccn1	4%	i	8%	6%	6%	-23%	-1%	21%	34%
O=C1CSC(=S)N1c1cccc(Br)c1	-7%	0%	-18%	?	?	-5%	1%	?	18%
CCN1CCN(CCCNC(=O)c2ccc3c(Cl)c4c(nc3c2)CCCC4)CC1	24%	-4%	-19%	-2%	-50%	-20%	-1%	26%	16%
O=C(N(c1ccccc1)c1ccccc1)n1ccnc1	4%	-5%	6%	7%	27%[59 µM]	-22%	-4%	20%	58%
Cc1nc(N)sc1N=Nc1ccc(F)cc1	-8%	-4%	-8%	9%	45µM*	?	2%	8%	?
COc1cccc2cc(C(=O)N3CCN(C(=O)c4ccco4)CC3)c(=O)oc12	2%	0%	0%	16%	12%[12.7 µM]	-13%	-11%	16%	23%
COc1cc(NC(=O)c2cccc(Br)c2)nc(OC)n1	-3%	-6%	11%	-1%	46%	-8%	-6%	-9%	45%[activator]
CC(=O)OCC(=O)[C@H]1CC[C@H]2[C@@H]3CCC4=CC(=O)CC[C@]4(C)[C@H]3CC[C@]12C	-1%&-8%	7%	5%	3%&-20%	-47%&-17%[59 µM]	-14%	0%	7%	21%
NC(=O)c1c(NC(=O)c2nc(SCc3ccccc3F)ncc2Cl)sc2c1CCCC2	3%	-4%	?	-1%	?	-1%	4%	-1%	37%
CC1CC(=S)Nc2ccccc2N1Cc1ccccc1 (configuration not stated)	-3%	2%	40µM*	20%	?	-22%[57.1 µM]	-2%	3%	?
Cc1cccc(OCCCCc2c(C)n[nH]c2C)c1	-16%	6%	3%	-7%	?	-20%	1%	?	31%
CC(C(=O)N1CCc2ccccc2C1)N1C(=O)c2ccccc2C1=O (configuration not stated)	-4%	-2%	-1%	-1%	-6%	-8%	1%	-16%	23%
O=C1CN(C(=O)c2ccc(S(=O)(=O)N3CCCCC3)cc2)C(c2ccc(F)cc2)c2cc(Cl)ccc2N1 (configuration not stated)	-8%	i	-3%	5%	-9%[59 µM]	-11%	44%[activator]	3%	26%
COCCNC(=O)C(OC(=O)CC1Sc2ccccc2NC1=O)c1ccncc1 (configuration not stated)	0%	.	-3%	0%	-5%	-2%	-2%	?	44%
O=C(CN1CCN(S(=O)(=O)c2ccc(Br)cc2)CC1)c1ccc(O)c(O)c1	-4%	?	?	76%[activator]	10µM*	7%	-3%	-20%	37%
O=C(CCc1c[nH]c2ccccc12)OCC(=O)N1CCN(S(=O)(=O)c2ccccc2)CC1	.	-8%	-6%	-3%	-37%	1%	-2%	10%	39%
CN=C1SC(CC(=O)Nc2sc3c(c2C#N)CCCC3)C(=O)N1C (configuration not stated)	-12%	7%	25%	-9%	-16%[59 µM]	-11%	-5%	3%	29%
Cc1noc(C)c1CSCC(=O)N(C)CC(=O)Nc1ccccc1C(F)(F)F	.	8%	12%	2%	16%[12.7 µM]	-2%	4%	11%	42%[activator]
CC[N+](C)(CC)CCOC(=O)C1c2ccccc2Oc2ccccc21	-7%	-3%	5%	0%&5%	-26%&-26%[12.7 µM]	-2%	0%	3%	33%
COc1ccc(N2CCN(c3ccc([N+](=O)[O-])cc3Cl)CC2)cc1	-2%	i	10µM*	1%	7.9µM*	-10%	2%	-11%	11%
CC(=O)N1N=C(c2ccncc2)CC1c1ccccc1O (configuration not stated)	-5%	2%	-24%	2%	1%	-11%[11.4 µM]	-4%	107%[activator]	10%
CC(=O)Nc1ccc(NC(=O)c2ccccc2N(Cc2ccccc2)S(C)(=O)=O)cc1	-4%	3%	-2%	1%	11%	-14%	0%	117%[activator]	12%
O=C(C[n+]1cc[nH]c1)c1ccc(Cl)cc1	-4%	-1%	-3%	3%	-5%[59 µM]	-21%	-1%	36%[activator]	19%
CCOC(=O)c1c(-c2ccc(C)o2)csc1NC(=S)NC(=O)c1ccc(F)cc1	-2%	-8%	-31%	12%	-8%[59 µM]	-24%	1%	4%	15%
CCCCNC(=O)C1CCCN(S(=O)(=O)c2c(C)noc2/C=C/c2cccs2)C1 (configuration not stated)	-4%	8%	-12%	-1%	22%	5%	1%	40%[activator]	34%
CCOC(=O)CSc1nc2ccccc2c(=O)n1CCN1CCOCC1	3%	-5%	12%	-1%	-16%[59 µM]	-4%	0%	-9%	45%
COc1cccc(N2CC(NC(=O)c3cc(Cl)ccc3OC)CC2=O)c1 (configuration not stated)	1%	i	-4%	-8%	0%[59 µM]	-9%	2%	?	-8%
CCC(C)(C)n1nnnc1C(c1cc2cc(OC)ccc2[nH]c1=O)N1CCc2ccccc21 (configuration not stated)	-14%	-6%	?	-3%	?	?	23%	2%	-14%
CCc1ccc(NC(=O)C(=O)N/N=C(\C)CC(=O)NCc2ccc(Cl)cc2)cc1	-5%	0%	-3%	-6%	-46%	-9%	1%	30%	39%
O=C(CCC1CCCCC1)Nc1ncn[nH]1	-3%	17%	-28%	-1%	0%	0%	0%	29%	38%
Cc1cc(C)c2oc(C(=O)Nc3ccc(S(=O)(=O)Nc4nccs4)cc3)cc(=O)c2c1	-6%	3%	-4%	20%	18%[59 µM]	?	157%[activator]	79µM*	21%
